PMI activator: activators of human PMI, primary screen, biochemical, fluorescence intensity, near-Km mannose 6-phosphate; purified human PMI, coupled resazurin fluorescence, 20 min; stronger effect = higher value; 1 = vehicle control, 0 substrate-free wells; activation factor at 20 µM; 0.005% of 190,000 active;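 active = activation factor of 2 or more at 20 µM, relative to plate controls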
PMI act satM6P: human PMI activators, high substrate, primary screen, biochemical, fluorescence intensity, near-saturating mannose 6-phosphate; Mannose-6-phosphate isomerase (Homo sapiens), P34949; coupled PMI enzyme assay, resazurin fluorescence, 20 min; stronger effect = higher value; 1 = untreated enzyme, 0 = substrate-free blank; activation factor at 20 µM; 0.34% of 190,000 active; AID 1216, 2008;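 active = activation factor of 2 or more at 20 µM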
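test system = human PMI in coupled enzyme assay | medium = HEPES-buffered pH 7.4 with magnesium and detergent | also added = 1.0 mM mannose-6-phosphate substrate with 0.22 mM NADP+ | compound = 20 µM single dose | times = 20 min incubation at room temperature | measured by = resorufin fluorescence (Ex 544/Em 590 nm) from resazurin via diaphorase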
PPARg SRC-2 ag: agonists of PPARg-SRC-2 recruitment, primary screen, biochemical, HTS; Peroxisome proliferator-activated receptor gamma (Homo sapiens), P37231; PPARgamma LBD-SRC-2 recruitment; activation, % at 8 µM; 0.34% of 200,000 active; in the data active = activation above about 22%;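 also: 0% = vehicle and 100% = reference agonist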
Target sequence (P37231 whole entry, looked up, the tested form may be a part): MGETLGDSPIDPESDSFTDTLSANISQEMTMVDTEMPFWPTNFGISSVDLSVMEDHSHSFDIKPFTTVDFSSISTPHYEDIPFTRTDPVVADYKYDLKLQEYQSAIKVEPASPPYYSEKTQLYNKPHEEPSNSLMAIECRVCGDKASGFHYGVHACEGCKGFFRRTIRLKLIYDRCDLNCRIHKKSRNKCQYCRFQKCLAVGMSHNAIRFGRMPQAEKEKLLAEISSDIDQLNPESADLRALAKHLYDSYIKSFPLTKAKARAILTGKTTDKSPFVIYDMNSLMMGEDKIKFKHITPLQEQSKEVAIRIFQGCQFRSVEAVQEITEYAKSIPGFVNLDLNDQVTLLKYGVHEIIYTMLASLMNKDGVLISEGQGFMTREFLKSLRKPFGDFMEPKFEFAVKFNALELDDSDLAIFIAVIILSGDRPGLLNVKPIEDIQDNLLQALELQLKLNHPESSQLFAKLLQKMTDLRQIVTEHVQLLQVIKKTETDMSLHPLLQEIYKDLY
PPARg SRC1 recr: PPARgamma agonists recruiting SRC-1 coactivator, primary screen, biochemical | Peroxisome proliferator-activated receptor gamma (Homo sapiens), P37231 | PPARgamma-SRC-1 coactivator recruitment biochemical assay | activation, % at 8 µM | 0.41% of 200,000 active | AID 631, 2007; in the data active = activation above about 19%;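 also: 0% = DMSO and 100% = reference agonist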
Diaph inh CS: diaphorase inhibitors and chemical oxidizers, primary screen, counter-screen for diaphorase-coupled primary assays, biochemical, uHTS, resorufin fluorescence | diaphorase resazurin-to-resorufin fluorescence, NADH, 16 min; bacterial (C. kluyveri) enzyme, not human | inhibition, % at 20 µM | 0.69% of 190,000 active | AID 1217, 2008;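 active = primary screen inhibition at 20 µM above a set limit, cut at about 50% in these data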;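 also: plate controls were DMSO with full reaction for no effect and wells lacking NADH for full effect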
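System: Bacterial diaphorase enzyme (C. kluyveri) | Incubation: 16-min room-temperature incubation before reading | Benchmarks: No-NADH positive control and DMSO neutral control | Measured by: Resorufin fluorescence 544/590 nm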
S1P3 antagonist: S1P3 receptor antagonists, primary screen, cell-based | CHO S1P3 NFAT-BLA reporter, FRET fluorescence, antagonist mode | Sphingosine 1-phosphate receptor 3 (Homo sapiens), Q99500 | 0.27% of 170,000 active | inhibition, % at 4.98 µM;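 active = inhibition above the plate cutoff, the mean inhibition of test wells on that plate plus 3 SD, cut at about 28% in these data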;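 also: cells challenged with S1P at its EC80 of 0.8 µM; blue over green emission ratio from cleaved BLA substrate after 4 h stimulation; 0% = S1P-stimulated wells and 100% = unstimulated DMSO-only wells; some compounds past the cut are filed as inactive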
SRC2 TRFRET art: TR-FRET signal artefacts, primary screen, artefact control for PPARgamma SRC-2 agonist project, biochemical; TR-FRET artefact counter-screen; stronger effect = higher value; TR-FRET ratio at 8 µM; 0.4% of 200,000 active; in the data active = TR-FRET ratio above about 2000; also: inactives centre near 1500
PPARg SRC-3 ag: PPARgamma agonists recruiting SRC-3 coactivator, primary screen, biochemical. 0.26% of 200,000 active. biochemical PPARgamma/SRC-3 coactivator recruitment assay. activation, % at 8 µM. Peroxisome proliferator-activated receptor gamma (Homo sapiens), P37231; in the data active = activation above about 23%;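 also: 0% = DMSO and 100% = reference agonist; some compounds past the cut are filed as inactive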
Diaphorase act: compounds boosting diaphorase resazurin reduction – biochemical, uHTS, resorufin fluorescence, counter-screen for diaphorase-coupled primary assays, primary screen | Diaphorase/resazurin coupled assay, 16 min; stronger effect = higher value; 1 = vehicle wells, 0 = NADH-free wells | activation factor at 20 µM | 0.005% of 190,000 active | AID 1229, 2008;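 active = diaphorase activity raised at least twofold by the compound at 20 µM; inactive = activation factor below 2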
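Assay system: Purified diaphorase enzyme from Clostridium kluyveri | Amount: Enzyme 0.07 U/mL final | Dosing: Compound 20 µM once, DMSO 1% | Timing: 16 min reaction at room temperature | Detection: Fluorescence, excitation 544 nm and emission 590 nm | Evaluation: Higher resorufin formation from activation or reduction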
G6PDH counter: L. mesenteroides G6PDH inhibitors, counter-screen for G6PDH-coupled screening assays, biochemical, Leuconostoc mesenteroides enzyme. Purified L. mesenteroides G6PDH, diaphorase/resazurin coupled fluorescence, 45 min. glucose-6-phosphate dehydrogenase [Leuconostoc mesenteroides]. inhibition, % at 5 µM. 0.12% of 200,000 active. AID 1020, 2008; in the data active = inhibition above about 50%
ROMK mod: ROMK potassium channel modulators, primary screen, cell-based, thallium flux, MLSMR library | ATP-sensitive inward rectifier potassium channel 1 (Homo sapiens), P48048 | Tet-inducible ROMK, thallium flux fluorescence; actives lie on both sides | B-score at 10 µM | 2% of 130,000 active | AID 1918, 2009;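 active = signal ratio slope over the read window, or its plate-corrected B-score, at least 3 SD from the plate mean, either direction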;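 also: B-score of the F/F0 ratio slope over 7 to 12 s after thallium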
Target sequence (P48048 whole entry, looked up): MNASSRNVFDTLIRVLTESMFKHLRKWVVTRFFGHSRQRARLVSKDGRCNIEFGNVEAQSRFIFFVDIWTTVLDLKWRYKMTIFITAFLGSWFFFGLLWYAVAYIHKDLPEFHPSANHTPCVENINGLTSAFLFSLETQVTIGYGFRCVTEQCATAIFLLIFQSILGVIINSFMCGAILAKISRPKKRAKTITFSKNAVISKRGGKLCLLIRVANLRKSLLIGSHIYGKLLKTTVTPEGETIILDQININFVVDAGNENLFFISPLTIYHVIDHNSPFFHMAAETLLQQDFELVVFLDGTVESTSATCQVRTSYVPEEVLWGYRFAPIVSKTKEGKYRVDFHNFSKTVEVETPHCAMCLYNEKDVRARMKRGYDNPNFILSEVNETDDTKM
Active calls of the source: *; x = no result given. No enrichment for hits. Share with any hit: about 3.3%.

Below each compound: PMI activator, PMI act satM6P, PPARg SRC-2 ag, PPARg SRC1 recr, Diaph inh CS, S1P3 antagonist, SRC2 TRFRET art, PPARg SRC-3 ag, Diaphorase act, G6PDH counter, ROMK mod
CNC(=O)NC(=O)C(C)Oc1ccccc1F (stereo not given)
→ 1.1, 1, 2, -1, -2, -11, 1382, 0, 1, 6, 0.11
CCC(Sc1nc2ccccc2[nH]1)C(=O)Nc1ccc(NC(C)=O)cc1 (stereo not given)
→ 1, 1, 1, 4, 23, -16, 1635, -3, 0.8, 11, 1.6
O=c1[nH][nH]c(-c2ccccc2O)c1C(C[N+](=O)[O-])c1cccc(Cl)c1 (stereo not given)
→ 1, 1.1, 6, 6, 18, -9, 1620, 8, 0.8, 22, -0.14
Cc1ccc(C(=C2C3C=CC2C2C(=O)NC(=O)C32)c2ccc(C)cc2)cc1 (stereo not given)
→ 0.9, 0.9, -5, -4, 29, x, 1413, -3, 0.7, 3, x
O=C1CC(c2cccc(Cl)c2)CC(O)=C1C=Nc1ccccc1 (stereo not given)
→ 1, 1.1, 11, -9, 11, -14, 1384, -3, 0.9, 2, 0.94
O=C(c1cnccn1)N(c1ccccc1)C1(C(=O)NC2CCCCC2)CCCCC1
→ 1.1, 1.1, -2, 4, 3, x, 1462, -12, 1, 1, -0.16
CN(C)c1ccc(NC(=S)c2ccccn2)cc1
→ 0.9, 0.9, -4, 5, 6, 8, 1527, -2, 0.9, 8, 0.17
O=C(Nc1ccc(Cl)cc1)c1ccc(OC2CSC2)cc1
→ 1, 0.9, 9, 11, 14, -4, 1616, 3, 0.9, -1, 0.57
CCn1c(SCC(=O)NNC(=O)c2ccccc2)nnc1-c1ccco1
→ 1, 0.9, -8, -2, 0, -15, 1482, 2, 1, 5, -0.013
N#CC(=C1SC=CS1)c1nc(-c2ccccc2)cs1
→ 0.9, 0.9, 5, 6, 9, x, 1612, -1, 0.9, 5, x
C=CCn1c(SCc2cc(=O)n3ccsc3n2)nc2cc(Cl)ccc2c1=O
→ 0.9, 1, 4, 8, 19, -15, 1668, 0, 0.8, -3, -0.85
c1ccc(-c2cn(-c3ccccc3)c3[n+]2CCS3)cc1
→ 1, 0.9, 0, 6, 1, -14, 1552, 7, 1, 3, -0.61
NC(=O)C1CCN(Cc2nnnn2Cc2ccco2)CC1
→ 1.1, 1.1, 9, 2, -5, 1, 1576, -1, 1, 13, x
CC(OC(=O)CNC(=O)c1ccco1)C(=O)N(C)c1ccccc1 (stereo not given)
→ 1, 1, 7, 11, 5, 4, 1735, -2, 1, 4, -0.72
CC(c1ccncn1)N(C)Cc1nc(-c2ccc(C(F)(F)F)cc2)no1 (stereo not given)
→ 1.1, 1, -4, 10, 12, -3, 1480, 1, 0.9, 6, -1.1
COc1ccc(C)cc1NC(=O)c1ccc(NC(=O)CC2SC(N3CCCC3)=NC2=O)cc1 (stereo not given)
→ 1, 1, 2, 13, 0, -15, 1538, -1, 1, -4, x
Cn1c(=O)c2c(nc(Br)n2Cc2c(F)cccc2Cl)n(C)c1=O
→ 1, 1, x, x, 2, -6, x, x, 1, 15, x
COc1cccc(CNC(=O)CCCCCn2c(=S)[nH]c3ccc(N4CCOCC4)cc3c2=O)c1
→ 1.1, 1, 6, 2, 14, 64*, 1515, 0, 0.9, -20, 0.49
CC(C)CC(c1nnnn1Cc1ccccc1)N1CCN(C(=O)c2ccco2)CC1 (stereo not given)
→ 0.9, 1.1, 6, 5, 8, 18, 1527, 11, 0.9, 0, -0.56
O=c1cc(-c2ccccc2)[nH][nH]1
→ 1, 0.9, 3, 6, 8, x, 1505, 8, 0.9, 3, 1.6
Cc1cc(N2C(=O)C3C4C=CC(C4)C3C2=O)no1 (stereo not given)
→ 0.9, 0.9, -3, -1, 8, -26, 1520, -9, 0.9, -5, x
O=C(CN1C(=O)c2ccccc2C1=O)NCCc1c[nH]c2ccccc12
→ 1.1, 1, 7, 5, 14, -8, 1541, 2, 0.9, 2, x
COc1cc2nc(SCC(=O)NC3CC3)n(CCC3=CCCCC3)c(=O)c2cc1OC
→ x, x, 5, 6, x, -6, 1656, 16, x, x, 0.18
Cc1cc2n(n1)C(c1cn(-c3ccccc3)nc1C)Nc1c(C)cccc1-2 (stereo not given)
→ 1, 1, -4, 11, 10, x, 1437, 0, 0.9, -4, -0.6
O=Cc1ccc(N2CCCC2)c([N+](=O)[O-])c1
→ 0.9, 0.9, 5, 2, 13, -16, 1669, 6, 0.9, 5, -0.039
CCN(CC)S(=O)(=O)c1ccc(-c2nnc(SCc3nnc(-c4ccccc4)o3)o2)cc1
→ 1.1, 1.1, 5, 4, 2, -2, 1572, 6, 1, 14, x
Brc1ccc(-c2nnc3sc(CNCc4ccc5c(c4)OCO5)cn23)cc1
→ 0.9, 0.9, 5, 9, 6, -40, 1599, 6, 0.9, -32, x
CCc1cc(=O)oc2cc(C)c(CN3CCCC(C)C3)c(O)c12 (stereo not given)
→ 0.8, 0.8, 10, 10, 37, x, 1550, 5, 0.6, -17, -0.42
COc1cc(/C=N\NC(=O)CNC(=O)c2cccc([N+](=O)[O-])c2)ccc1O
→ 0.9, 1, -6, 5, 10, x, 1324, -9, 0.9, -2, -0.24
N#Cc1ccc(Oc2ccc(-c3nc4ccccc4nc3-c3ccccc3)cc2)cc1C#N
→ 1, 1, 7, 2, 2, 2, 1772, -3, 1, -25, x
CCN=C1SC(C(=O)Nc2cccc(C)c2)CC(=O)N1CC (stereo not given)
→ 1, 1, 4, 1, 9, x, 1786, 17, 0.9, -12, -0.95
COc1ccc(S(=O)(=O)N(CCN2CCOCC2)Cc2cc(OC)ccc2OC)cc1
→ 1, 1.1, 2, -4, 0, -31, 1590, 7, 1, 4, x
O=C(Nc1ccc(Cl)cc1)Nc1nnc(SCc2ccccc2)s1
→ 0.9, 1, -4, -5, 8, -4, 1595, -3, 0.9, -2, x
O=C(Nc1c(F)cccc1F)c1cnc(N2CCN(c3ccccn3)CC2)c2ccccc12
→ 0.9, 0.9, 1, 0, 16, x, 1756, 4, 0.8, 6, 1
O=C(Nc1ncc2c(n1)-c1ccccc1CC2)C1CC1
→ 1, 0.9, 7, 2, 17, 22, 1866, -2, 0.8, 2, -0.062
Cc1cc(C(=O)NCCc2ccccc2)c2cc(F)ccc2n1
→ 0.9, 1, 5, -5, 0, -1, 1603, 3, 1, 0, 0.012
CC1Cc2ccccc2N1C(=O)c1nn(C)cc1Br (stereo not given)
→ 0.9, 1, 6, 2, 14, -5, 1643, -1, 0.9, 9, 0.26
Cc1ccc(C(=O)NN2C(=O)C3C4c5ccccc5C(c5ccccc54)[C@@H]3C2=O)cc1 (stereo not given in full)
→ 0.9, 1, -5, -11, 11, -12, 1691, 2, 0.9, 7, x
CCOc1ccc(CCNC(=O)C2CCN(c3nn4c(=O)cc(C)nc4s3)CC2)cc1
→ 1, 1.1, -2, -4, 8, 25, 1665, 4, 0.9, 0, x
COc1ccc2c(C)cc(=S)[nH]c2c1
→ 1.6, 2.5*, 22*, 32*, 16, -16, 1987*, 15, 0.8, 3, 0.6

Carrying on:
canonical_smiles	PMI activator	PMI act satM6P	PPARg SRC-2 ag	PPARg SRC1 recr	Diaph inh CS	S1P3 antagonist	SRC2 TRFRET art	PPARg SRC-3 ag	Diaphorase act	G6PDH counter	ROMK mod
COC(=O)c1ccccc1NC(=O)c1ccc2nccnc2c1	0.9	0.8	-4	-10	17	-13	1539	-3	0.8	-3	0.63
O=C1CC(C(=O)Nc2ccccc2)C2(CCCC2)O1 (stereo not given)	1	1	13	6	6	x	1577	9	0.9	18	x
CCC1(C)Cc2c(C#N)c(N)sc(=S)c2CO1 (stereo not given)	1.3	1.3	13	12	14	x	1619	27*	0.9	14	-0.31
Cc1ccc(C(=O)Nc2cccnc2N2CCN(C)CC2)cc1	1.2	1.1	4	0	8	-24	1678	5	0.9	7	-0.39
O=C(CN1C(=O)CS/C1=C\c1nc(-c2ccc(Cl)cc2)cs1)Nc1cccnc1Cl	0.8	0.8	-7	-5	10	-12	1353	-2	0.9	14	-0.028
N/C(=N\OC(=O)CC1CCCCC1)c1ccc([N+](=O)[O-])cc1	1	1	-3	4	3	16	1529	1	1	8	-1
CC(C)[C@H](NC(=O)NCCc1ccc(F)cc1)C(=O)O	1	0.9	4	6	17	-3	1407	6	0.8	-3	x
COc1ccc(CN2CCNC(=O)C2CC(=O)N2CCCCO2)cc1OC (stereo not given)	0.8	0.5	3	6	13	4	1621	2	0.9	4	0.15
